# NCOA1 inh = SRC1 coactivator transcriptional activity inhibitors, primary screen, cell-based, luminescence | hit rate 0.12% among 360,000 | inhibition, % at 3.6 µM | HEK293 GAL4-SRC1 luciferase reporter;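 active = inhibition above the campaign mean plus 3 SD, with each screening campaign given its own cutoff, cut at about 60% in these data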;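 note: 0% = DMSO treated cells and 100% = gossypol at 36 µM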
# MC4R barr agon = MC4R agonists recruiting beta-arrestin, primary screen, cell-based, luminescence, agonist arm of biased-ligand search; Melanocortin receptor 4 (Homo sapiens), P32245; U2OS MC4R beta-arrestin complementation; percent of melanotan II response, DMSO zero; activation, % at 8.9 µM; hit rate 0.98% among 360,000;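 active = activation above a per-plate cutoff, the mean activation of sample wells on that plate plus 3 SD, cut at about 8% in these data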
# Target sequence (P32245 whole entry, looked up): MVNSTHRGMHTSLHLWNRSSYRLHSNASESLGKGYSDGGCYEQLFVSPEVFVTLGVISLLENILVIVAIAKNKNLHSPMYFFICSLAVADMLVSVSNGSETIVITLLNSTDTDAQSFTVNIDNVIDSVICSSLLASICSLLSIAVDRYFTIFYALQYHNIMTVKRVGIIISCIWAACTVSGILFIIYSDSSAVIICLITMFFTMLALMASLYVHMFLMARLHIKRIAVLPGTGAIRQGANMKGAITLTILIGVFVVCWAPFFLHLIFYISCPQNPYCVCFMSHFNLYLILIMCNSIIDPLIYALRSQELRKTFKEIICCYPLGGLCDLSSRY
# MC4R antagonist = MC4R antagonists of cAMP signaling, primary screen, cell-based, TR-FRET, antagonist arm of biased-ligand search; MC4R-expressing cells, MTII-stimulated cAMP, LANCE TR-FRET; inhibition, % at 6.5 µM; hit rate 0.48% among 360,000;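 active = inhibition above its plate's cutoff, the mean of tested wells on that plate plus 3 SD, cut at about 29% in these data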;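 note: 0% = Melanotan II alone and 100% = Melanotan II plus saturating MCL0020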
#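 Assay system: human MC4R-expressing U2OS cells; reagent: Melanotan II stimulation of cells; dosing: 6.5 µM single dose; timing: compound 30 min, challenge 1 h, detection 1 h; signal: TR-FRET cAMP assay; replicates: one well per compound, no replicates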
# COUP-TFII inh = NR2F2 transcriptional activity inhibitors, primary screen, cell-based, luciferase reporter, HEK293T, luminescence; COUP transcription factor 2 (Homo sapiens), P24468; HEK293T NGFI-A luciferase reporter; inhibition, % at 8.6 µM; hit rate 0.7% among 370,000;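 active = inhibition above a per-plate cutoff, mean inhibition of test wells between control levels plus 3 SD, cut at about 38% in these data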;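 note: cells cotransfected with COUP-TFII expression vector driving the NGFI-A reporter; 0% = median of COUP-TF2 test wells and 100% = reporter-only cells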
# NCOA2 inhibitor = inhibition of GAL4-SRC2 driven luciferase reporter, primary screen, SRC2 inhibitor project, cell-based, luminescence; Nuclear receptor coactivator 2 (Homo sapiens), Q15596; HEK293 GAL4-SRC2 luciferase reporter; inhibition, % at 9 µM; hit rate 0.17% among 370,000; AID 651957, 2012;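 active = inhibition above the mean inhibition of all tested compounds plus 3 SD, set per campaign, cut at about 52% in these data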;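 note: 0% = DMSO treated cells and 100% = cells given Gossypol at 36 µM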
# LMP1 NFkB inh = EBV LMP1-driven NF-kappaB luciferase reporter inhibitors, primary screen, cell-based, luminescence, single point; LMP1-induced NF-kappaB luciferase reporter cells; inhibition, % at 12.5 µM; hit rate 0.69% among 350,000; in the data active = inhibition above about 41%;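 note: 0% = neutral control wells and 100% = reference inhibitor control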
# NOD2-RIPK2 inh = NOD2-RIPK2 binding disruptors in cells, primary screen, fluorescence, CHO cells, BLA complementation | CCF4 ratio | inhibition, % at 4.98 µM | hit rate 0.38% among 360,000; in the data active = inhibition above about 21%;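 note: 0% = vehicle only and 100% = reference blocker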
# Target sequence (O43353 whole entry, looked up): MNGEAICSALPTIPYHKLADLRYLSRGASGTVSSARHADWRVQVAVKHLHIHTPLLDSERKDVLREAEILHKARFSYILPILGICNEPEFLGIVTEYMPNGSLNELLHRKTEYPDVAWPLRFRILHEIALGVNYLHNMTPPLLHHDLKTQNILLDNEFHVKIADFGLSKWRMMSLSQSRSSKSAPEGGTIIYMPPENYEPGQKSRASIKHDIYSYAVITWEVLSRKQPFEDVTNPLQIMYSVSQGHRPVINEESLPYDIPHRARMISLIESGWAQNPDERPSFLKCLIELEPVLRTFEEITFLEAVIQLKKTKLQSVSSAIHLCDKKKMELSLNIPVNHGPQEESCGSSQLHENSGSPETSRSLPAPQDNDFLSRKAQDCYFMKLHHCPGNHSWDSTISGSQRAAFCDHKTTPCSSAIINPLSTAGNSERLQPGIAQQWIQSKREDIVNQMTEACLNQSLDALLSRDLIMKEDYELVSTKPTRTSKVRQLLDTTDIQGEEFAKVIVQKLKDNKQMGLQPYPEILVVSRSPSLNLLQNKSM
# SRC3 inh = SRC3 coactivator transcriptional activity inhibitors, primary screen, cell-based, luminescence | Nuclear receptor coactivator 3 (Homo sapiens), Q9Y6Q9 | HEK293 GAL4-SRC3 luciferase reporter | inhibition, % at 3.6 µM | hit rate 0.17% among 360,000;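 active = inhibition above a per-campaign cutoff, the mean of all compounds plus 3 SD, cut at about 60% in these data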;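 note: 0% = DMSO-treated cells and 100% = gossypol-treated cells at 36 µM; higher means less SRC3-driven luciferase light from the GAL4 reporter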
# LRH-1 inv ag = LRH-1 (NR5A2) inverse agonists, primary screen, cell-based, luminescence, HEK293T, StAR-luciferase reporter. Nuclear receptor subfamily 5 group A member 2 (Homo sapiens), O00482. AID 602396, 2012. LRH-1 transfected, 24 h. hit rate 0.13% among 360,000. inhibition, % at 3.6 µM;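 active = inhibition above the mean inhibition of all tested compounds plus 3 SD, cut at about 73% in these data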;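 note: 0% = DMSO wells and 100% = reporter-only cells lacking LRH-1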
# TLR9-MyD88 inh = inhibitors of TLR9-MyD88 association in cells, primary screen, cell-based, CHO, BLA complementation, fluorescence; inhibition, % at 4.98 µM; CCF4 FRET ratio; hit rate 0.21% among 340,000;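 active = inhibition above the mean over all tested compounds plus 3 SD, cut at about 21% in these data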;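 note: 0% = DMSO only wells and 100% = clavulanate BLA inhibitor control wells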
# ABHD5 PLIN5 PPI = ABHD5-PLIN5 interaction inhibitors, primary screen, cell lysate, split luciferase complementation, luminescence. Perilipin-5 (Homo sapiens) + 1-acylglycerol-3-phosphate O-acyltransferase ABHD5 (Homo …. Split G. princeps luciferase complementation, 4 h. inhibition, % at 4 µM. hit rate 0.78% among 360,000. AID 602281, 2012;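 active = inhibition above the mean inhibition across every tested compound plus 3 SD, cut at about 22% in these data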;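 note: 0% = DMSO only wells and the 100% control is not disclosed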
# * hit, by the source's call; / = not tested or not shown. These rows are one share of the data (hit frequency here may not be typical).
SMILES,NCOA1 inh,MC4R barr agon,MC4R antagonist,COUP-TFII inh,NCOA2 inhibitor,LMP1 NFkB inh,NOD2-RIPK2 inh,SRC3 inh,LRH-1 inv ag,TLR9-MyD88 inh,ABHD5 PLIN5 PPI
COCCNC(=O)c1cccc(OC2CCN(Cc3ccccc3OCCO)CC2)c1,-6,0.7,12,/,/,30,1,6,1,-3,-4
Cc1nc2c(cnn2CCO)c(=O)[nH]1,10,0.6,-7,15,-13,0,-7,-10,-5,-7,-1
C=CC[N+](C)(C)CCN1C(=O)C2C(c3ccccc3)C=CC(c3ccccc3)C2C1=O (stereo not given),-2,-1.9,5,14,-42,-12,-9,8,-6,-3,-1
N#Cc1nc(-c2ccccc2)oc1N1CCCCC1,0,-2.6,2,/,/,-6,-4,-11,-1,-12,0
CCOc1ccc2[nH]c(=O)c(CN(CCO)C(=O)c3ccc(Br)cc3)cc2c1,-2,1.4,5,10,12,0,-4,12,6,2,7
Oc1c(Br)cc(Br)cc1C=Nc1ccc2c(c1)OCCO2,9,1.1,5,-3,24,5,5,16,1,1,-1
COc1ccc(/C=C/c2c([N+](=O)[O-])c(=O)n(C)c(=O)n2C)cc1,-7,0.8,19,-2,-20,-4,-4,3,-11,-2,-1
O=c1[nH]c(=S)ccn1C1OC(CO)C(O)C1O (stereo not given),28,-0.5,4,12,1,-15,-18,33,11,-3,-1
CN1CCN(c2ccccc2NC(=O)c2ccccc2F)CC1,6,-1.5,5,-3,9,-7,-2,9,12,-3,-1
O=C(c1ccccc1)c1cc([N+](=O)[O-])ccc1N1CCOCC1,-9,-2.3,-22,-9,13,11,11,8,27,3,0
CSc1nnnn1-c1c(C)cc(C)cc1C,-7,-1.2,22,-16,-14,2,7,17,-14,-6,-3
CCC(C)[C@H](NC(=O)N1CCN(C)CC1)C(=O)OC (stereo not given in full),-5,-1.7,7,-4,9,2,-8,7,5,7,-6
COc1ccc(Cl)cc1NC(=O)CN(C)C(=O)c1cccc(-n2cnnn2)c1,11,-0.2,4,0,3,1,12,0,8,-3,0
Cc1ccc([N+](=O)[O-])c(C(=O)Nc2cccnc2Cl)c1,6,1.6,3,-1,-13,2,-7,9,17,1,7
COc1cccc(CCc2nnc(CCC(=O)NCCc3cccc(C)n3)o2)c1,-2,-0.9,-1,12,-9,5,-6,13,-2,5,-2
Cc1cc(C(=O)NCc2nc(-c3ccccc3)no2)ccc1[N+](=O)[O-],6,-2.3,7,0,-40,-5,0,5,5,10,-3
COc1ccc(C2(O)CN(c3ccccc3)C3=[N+]2CCS3)cc1OC (stereo not given),-10,1.6,3,16,13,4,-9,9,-4,5,2
CCOC(=O)CSc1ncnc2c1sc1nc(N3CCOCC3)c3c(c12)CCCC3,10,1.6,1,19,-33,0,5,9,12,-2,1
COc1cc(/C=C2/NC(=O)NC2=O)cc(Br)c1OCc1cccc(C(=O)O)c1,-7,-1.6,-4,-14,8,6,9,-14,11,-11,0
CC(C)(O)CCCC(C)(O)c1ccc(C(=O)O)cc1O (stereo not given),-11,0.0,9,-2,3,-4,0,15,-2,4,1
CC1=CNC(=O)CC(C)(C)C1,4,/,/,/,/,/,-8,26,11,/,3
CCc1ccnc(NS(=O)(=O)c2ccc3c(c2)CCO3)c1,14,-1.3,0,3,17,/,-21,9,20,/,-4
CCOc1ccccc1NC(=S)N1CCN(c2ccccc2F)CC1,5,-1.1,2,4,-4,6,7,7,1,2,-8
CCOC(=O)c1c(-c2cccc([N+](=O)[O-])c2)csc1NC(=O)CCCOc1ccccc1OC,-13,-3.4,0,16,-5,9,-3,-16,-7,3,-8
COC(=O)[C@H]1C[C@@]2(O)CN(S(=O)(=O)c3ccc(C)cc3)C[C@@]2(OC(=O)NCc2ccco2)C[C@H]1C(=O)OC,-3,-0.5,-7,6,-8,-2,2,-8,4,-6,3
CCCCC[C@@H]1C=C(C(=O)O)[C@H](c2ccc(Cl)cc2)N1S(=O)(=O)c1ccc(C)cc1,12,0.2,-4,-7,2,-4,-8,-3,2,-13,1
CCOC(=O)[C@]12CCCC=C1N(Cc1ccccc1)C(=O)[C@H](CC(=O)NCC1CCCCC1)C2,/,/,/,5,7,/,2,/,4,/,0
N#Cc1cccc(NC(=O)CCc2ccc(S(=O)(=O)N3CCOCC3)cc2)c1,-2,-2.6,9,2,3,17,-12,-24,-5,-7,-4
Cc1cccc(C(=O)NC(=S)NCc2cccnc2)c1,2,1.3,16,-12,-18,5,-14,-2,10,2,0
O=c1c(Cc2ccc(Cl)cc2)c(O)ccn1Cc1ccncc1,-24,-4.6,4,-16,-39,7,-3,-6,10,-8,-4
Cc1cccc(NC(=O)C2CC(=O)OC23CCCC3)c1 (stereo not given),5,2.2,19,1,-19,-6,-6,-1,12,1,0
Cc1nnc2sc(-c3csc4c3CCCC4)nn12,-13,3.5,-8,-17,-20,23,3,-12,-12,8,-2
C=CCn1c(C(CCC(C)C)CC(C)(C)O)n[nH]c1=S (stereo not given),-7,-1.0,6,-15,-24,-1,-6,5,18,4,-4
CC1(CC(=O)O)C(=O)N=C2C=CC=CN21 (stereo not given),0,-0.7,1,11,2,-5,2,-16,15,4,0
CCOC(=O)[C@]12CCCC=C1N(Cc1ccc(Cl)cc1Cl)C(=O)[C@H](CC(=O)N1CCCC1)C2,/,/,/,-14,0,/,-2,/,-8,/,7
Cc1ccc(S(=O)(=O)N2CCN(C(=O)Cc3c(F)cccc3Cl)CC2)cc1,4,-3.4,6,3,4,3,1,15,15,-6,-3
COc1ccccc1N1CCN(CC(=O)NC(=O)NCc2ccco2)CC1,-7,-0.5,-3,2,-30,3,-3,15,5,4,-1
COc1ccc2cc3c(N)nn(C(=O)Cc4ccc(Cl)cc4)c3nc2c1,19,5.2,-16,8,30,-13,-2,17,-6,9,-1
Cc1cccc(C)c1-n1nnnc1C1(C)CCC(=O)N1C1CC1 (stereo not given),/,/,/,7,-5,/,-4,/,15,/,4
Cc1cc(OC(=O)c2ccccc2Cl)ccc1N1C(=O)CCC1=O,1,-0.8,4,-2,-14,-4,-9,17,6,-1,1
CCOC(=O)N1CCN(c2c(NCCN3CCN(Cc4ccccc4)CC3)c(=O)c2=O)CC1,8,0.2,5,-6,4,-6,4,-18,1,15,1
CCc1ccc2nc(SCC(=O)N3CC(=O)Nc4ccccc43)c(C#N)cc2c1,-2,-0.4,7,8,13,-3,8,4,4,6,3
O=C(NCCc1cccc(Cl)c1)c1cccs1,-73,-1.2,-2,-37,-52,-14,-3,-69,-112,-8,1
COCCNC(=O)C1CCCN(C(=O)COc2ccc(C(C)(C)C)cc2)CC1 (stereo not given),-28,-0.8,-3,0,-18,/,-13,-28,-8,/,-1
CCN(CCN(C)C)C(=O)c1ccc2c(c1NCCO)C(=O)c1ccccc1C2=O,-8,-1.2,-25,16,-25,5,-12,-6,8,-7,9
CCN1CCN(C2=C(NS(=O)(=O)c3ccc(Br)cc3)C(=O)c3ccccc3C2=O)CC1,3,-3.9,-1,-16,-3,7,4,7,-7,4,-21
O=C(CCCCCCN1C(=O)c2ccccc2C1=O)Nc1nccs1,8,0.0,8,-12,6,4,0,16,13,2,-4
CCOc1ccc(NC(=O)c2c(OC)cccc2OC)cc1,-15,-3.9,0,1,4,2,-6,-5,8,-7,-3
Cc1cc(-c2nnc(SCC(=O)Nc3nc(-c4ccc(Cl)cc4)cs3)o2)no1,-19,-2.5,11,-30,6,-20,7,-25,-5,0,-10
COc1ccc(N2CCN(CC(O)COc3ccc(F)cc3)CC2)cc1 (stereo not given),-7,-0.4,7,7,-20,3,8,-9,2,8,-3
COc1ccc(OC)c(N(CC(=O)Nc2cccc3ccccc23)S(C)(=O)=O)c1,14,-0.5,-18,-24,-8,-4,-11,8,-2,10,10
CCOC(=O)c1ccc2c(c1)nc(SCc1cn3ccsc3n1)n2CC,-11,-1.3,15,1,-8,9,-3,-6,-4,-1,1
COc1cc(CCCN2C(=S)NC[C@@H]2c2ccccc2)cc(OC)c1OC,-18,-1.0,10,-17,-9,6,-5,-11,-13,0,-4
Cc1ccc(S(=O)(=O)N2CCN(Cc3cc4c(cc3Br)OCCO4)CC2)cc1,-12,-1.5,-2,6,12,-5,7,-9,-22,-3,7
CSc1ccc(CN(C)C(=O)CNC(=O)c2sc3ccccc3c2Cl)cc1,-61,-5.0,-4,-3,-16,-8,-4,-5,23,-10,-4
Cc1ccc(CNC(=O)CN(C)S(=O)(=O)c2cnc[nH]2)cc1,-16,1.9,12,-12,-9,4,-7,-9,-1,-6,-5
CC(CCc1ccccc1)NC(=O)CCN1N=C(c2ccccc2)CCC1=O (stereo not given),-10,-0.6,-1,-7,-19,3,-11,17,7,-5,8
C/C(=C\C(=O)c1ccc(Br)cc1)Nc1ccc(Cl)cc1,-5,1.9,4,-19,17,-13,0,7,14,-6,-3
CCCCn1c(N)c(N(CC(C)C)C(=O)CN(C)S(=O)(=O)c2ccc(F)cc2)c(=O)[nH]c1=O,5,-4.4,-4,10,6,0,-8,-18,-12,-4,-8
COc1ccc(N(C)S(=O)(=O)c2cccc(C(=O)Nc3nnc(C4CC4)s3)c2)cc1,-2,-1.3,9,9,-9,-6,9,20,-2,5,-4
COc1ccc(CNC(=O)C(c2ccco2)N(Cc2ccccc2)C(=O)Cc2cccs2)cc1 (stereo not given),-13,-0.7,11,-9,-6,3,-8,-5,-7,-2,-8
O=C(N[C@H]1C/C=C\C(c2cccc(F)c2)N(Cc2ccccc2)C(=O)C1)OCC1c2ccccc2-c2ccccc21 (stereo not given in full),-4,-0.7,3,6,-45,7,5,-1,-37,-1,-2

# Compound activity deposited in PubChem by several laboratories.
